HTR5A inv ag: HTR5A inverse agonists in luminescence cell assay, primary screen, counter-screen for OPRM1-OPRD1 heterodimer inverse agonist project, full-deck HTS. 5-hydroxytryptamine receptor 5A (Homo sapiens), P47898. HTR5A cell line, inverse agonism. inhibition, % at 9.3 µM. 0.083% of 340,000 active. AID 504634, 2011; in the data active = inhibition mostly above about 23%, no sharp cut-off; inactive = mostly below about 18%;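 note: 0% = cells with DMSO and 100% = no-cell wells with DMSO; some compounds called inactive have numbers as strong as hits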
Target sequence (P47898 whole entry, looked up): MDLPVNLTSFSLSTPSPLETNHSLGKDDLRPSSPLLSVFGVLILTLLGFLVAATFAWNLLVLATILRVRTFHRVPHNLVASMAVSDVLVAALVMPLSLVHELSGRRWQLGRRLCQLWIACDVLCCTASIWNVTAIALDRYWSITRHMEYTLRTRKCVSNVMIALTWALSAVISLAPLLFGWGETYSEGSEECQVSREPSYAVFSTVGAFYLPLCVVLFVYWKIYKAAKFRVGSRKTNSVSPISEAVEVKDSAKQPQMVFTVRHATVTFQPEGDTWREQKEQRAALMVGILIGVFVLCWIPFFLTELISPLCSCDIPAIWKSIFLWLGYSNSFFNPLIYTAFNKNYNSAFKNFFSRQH
phage Ecoli inh: growth loss of phage-infected E. coli, primary screen, RecBCD inhibitor project, absorbance, with phage, HTS; inhibition, % at 11.9 µM; 0.26% of 360,000 active; AID 651602, 2012; in the data active = inhibition above about 11%
Mot1-301 SUMO: yeast Mot1-301 growth rescue at high temperature, primary screen, SUMOylation pathway inhibitor project, S. cerevisiae, ATP luminescence, 38.5C. S. cerevisiae Mot1-301 growth rescue; percent above DMSO median, 100 means doubled. growth rescue, % at 18.8 µM. 1% of 320,000 active;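 active = every valid replicate shows activation above 250% relative to neutral control wells; inactive = the rest, any valid replicate at or below 250%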;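 note: OY570 slx delta 5 strain wells were the positive control but not used for scaling; some compounds called inactive have numbers as strong as hits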
OPRM1-OPRD1 ag: agonists of OPRM1-OPRD1 heterodimerization, primary screen, cell-based, luminescence; activation, % at 9.3 µM; cells; 0.3% of 340,000 active; AID 504326, 2011; in the data active = activation above about 18%;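 note: 0% = vehicle-treated cells and 100% = reference agonist; values of inactives mirror those of a sister screen read the other way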
AddAB inh: growth inhibition of E. coli expressing H. pylori AddAB, primary screen, AddAB inhibitor project, absorbance | 0.29% of 330,000 active | AID 435030, 2010 | inhibition, % at 11.9 µM; in the data active = inhibition above about 12%;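 note: 0% = vehicle wells of infected cells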
PKA-R1A act: activators of PKA-R1A holoenzyme, primary screen, biochemical, fluorescence polarization, Cy5-IP20, bovine R1A, mouse PKAc; AID 504707, 2011; 0.083% of 340,000 active; PKA-R1A dissociation; scaled: DMSO 0%, 113 µM cGMP 100%; activation, % at 11.4 µM;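 active = percent activation above the mean of all tested compounds plus 3 SD, cut at about 19% in these data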;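 note: higher means more PKAc released from R1A so a rise in polarization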
Tat transport: E. coli Tat export inhibitors, primary screen, MC4100, TorA-mCherry reporter, fluorescence, single point | inhibition, % at 10 µM | 0.036% of 340,000 active;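 active = mean replicate inhibition at least 50% and at least half of replicates individually reaching 50%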;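 note: exported cargo escapes ClpAP degradation while cytoplasmic cargo is degraded and loses fluorescence; 0% = median of neutral control wells and 100% = median of NaSCN control wells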
E coli growth: E. coli V3065 growth inhibition, primary screen, counter-screen for AddAB inhibitor project, absorbance, OD600; 18 h; inhibition, % at 11.9 µM; 0.27% of 330,000 active; AID 449728, 2010;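 active = inhibition above the campaign's mean inhibition across all tested compounds plus 3 SD, cut at about 9.9% in these data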;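 note: uninfected addAB+ strain grown without phage in ampicillin broth; 0% = DMSO wells and 100% = ciprofloxacin 0.95 µg/ml wells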
PKA-R2B activ: activators of PKA-R2B holoenzyme, primary screen, biochemical, fluorescence polarization, Cy5-IP20, human; activation, % at 11.4 µM; 0.079% of 340,000 active; PKA-R2B holoenzyme dissociation; R2B truncated from residue 108, S112A mutant; 0% DMSO only, 100% 113 µM cGMP; cAMP-dependent protein kinase catalytic subunit beta (Homo sapiens) + cAMP-dependent …; AID 504700, 2011;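 active = activation above a cutoff set at the mean over all compounds plus 3 SD, cut at about 18% in these data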;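 note: higher means more holoenzyme dissociation and a rise in polarization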
Target sequence (P31323 whole entry, looked up, other chains not shown, the tested form may be a part): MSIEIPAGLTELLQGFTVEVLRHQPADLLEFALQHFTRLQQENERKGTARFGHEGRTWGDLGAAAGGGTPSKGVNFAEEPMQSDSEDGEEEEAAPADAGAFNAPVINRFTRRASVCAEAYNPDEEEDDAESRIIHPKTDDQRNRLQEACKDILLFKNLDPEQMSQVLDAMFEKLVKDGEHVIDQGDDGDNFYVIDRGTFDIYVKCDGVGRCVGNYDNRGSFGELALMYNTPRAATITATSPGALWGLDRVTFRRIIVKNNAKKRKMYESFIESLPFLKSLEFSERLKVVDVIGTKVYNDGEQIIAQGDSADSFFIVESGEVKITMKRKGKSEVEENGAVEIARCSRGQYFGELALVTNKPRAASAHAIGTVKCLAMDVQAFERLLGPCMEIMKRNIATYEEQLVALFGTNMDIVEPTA
MOR-DOR inv ag: inverse agonists of MOR-DOR heterodimerization, primary screen, cell-based, luminescence; Mu-type opioid receptor (Homo sapiens) + Delta-type opioid receptor (Homo sapiens), …; cell-based MOR-DOR heterodimer luminescence, inverse agonism; inhibition, % at 9.3 µM; 0.21% of 340,000 active; AID 504357, 2011; in the data active = inhibition above about 22%, passing the limit was not always enough;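 note: 0% = cells with DMSO and 100% = wells without cells with DMSO; values of inactives mirror those of a sister screen read the other way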
PfHsp90 set2: growth inhibition of PfHsp90-expressing yeast, primary screen, antimalarial PfHsp90 inhibitor project, S. cerevisiae, BacTiter-Glo luminescence, single point, set 2; BacTiter-Glo ATP, 48 h; yeast lacking PDR1 and PDR3 efflux regulators; inhibition, % at 9.4 µM; 0.32% of 310,000 active; AID 504621, 2011;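 active = every replicate shows inhibition above about 80%, whatever the replicate mean, limit read from the data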;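 note: 0% = DMSO neutral controls and 100% = 20 µM radicicol positive controls; yeast relying on Plasmodium falciparum Hsp90 in place of its own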
Numbers without * were called inactive; . = not tested or not shown.

SMILES	HTR5A inv ag	phage Ecoli inh	Mot1-301 SUMO	OPRM1-OPRD1 ag	AddAB inh	PKA-R1A act	Tat transport	E coli growth	PKA-R2B activ	MOR-DOR inv ag	PfHsp90 set2
Cc1ccc(NC2CCCN(C(=O)CCN3CCCCO3)C2)cc1C (stereo not drawn)	-12	-0.9	3	-3.4	2.3	3	-4	-1.8	-5	19	-16
O=C(CSc1nnc(-c2cccc(S(=O)(=O)N3CCCCC3)c2)o1)c1ccc[nH]1	-8	0.7	-6	-1.4	-1.2	4	18	-2.4	9	7	-19
C/C(=N/NC(=O)c1ccc(C(C)(C)C)cc1)c1ccccn1	-7	-1.1	2	-3.0	1.8	2	-6	-4.2	1	15	-18
CCOc1ccccc1Nc1ncccc1C(=O)N1CCCC1	12	1.0	-1	-0.8	-2.0	-1	-5	-1.4	0	4	-15
Cc1c(NC(=O)C2(c3ccccc3)CCOCC2)c(=O)n(-c2ccccc2)n1C	-19	1.9	-3	0.8	-0.4	6	3	-0.1	5	-5	-9
CCCC(C)C(=O)Nc1cc(S(=O)(=O)N2CCCCC2)ccc1N1CCOCC1 (stereo not drawn)	-9	-1.7	1	-1.8	1.4	-16	2	1.4	-4	7	3
O=C(O)CSc1nnc(CNc2cccc(C(F)(F)F)c2)n1Cc1ccco1	-8	0.8	-21	-2.0	0.4	6	-5	-1.8	1	12	-3
C=CCNCCOc1ccccc1-c1ccccc1	-13	4.8	-1	0.4	2.0	-1	-2	3.4	1	-2	-50
Nc1ccccc1NC(=O)c1ccccc1N	-8	2.6	32	-0.6	2.8	-6	-5	-2.0	10	4	28
COc1cccc(CN(CC(=O)NCc2ccco2)C(=O)CNS(=O)(=O)c2ccccc2)c1	-4	0.7	-5	0.2	1.9	-1	-2	-0.9	-8	-1	19
O=C(/C=C/c1ccccc1)NC(=S)Nc1ccccc1O	-10	-0.8	45	-1.8	-4.9	-7	-5	-7.9	2	10	7
CCOc1cc(CNc2ccc(OC)cc2)cc(Br)c1OCC(=O)NC(C)(C)C	-6	2.3	-14	0.3	0.4	-7	6	2.4	-20	-2	8
O=C(Nc1nccs1)c1ccc(COc2c(F)c(F)cc(F)c2F)cc1	-11	-2.7	86	3.6	1.9	2	-1	1.1	-2	-21	-28
COc1ccccc1/C=N/NC(=O)c1ccccc1Cl	5	1.5	-1	-5.3	1.5	8	-2	-0.5	-8	27	-8
Cc1ccc2nc(Nc3ccccc3O)nc(-c3ccccc3)c2c1	-11	-0.2	-4	0.3	0.1	-2	-7	-0.7	-15	-2	6
O=C(Nc1ccc2c(c1)CCC2)c1ccccc1F	-3	1.4	350	5.5	2.7	1	7	3.0	1	-37	-6
COc1ccc(-c2cc(C)no2)cc1S(=O)(=O)N1CCN(c2ccccn2)CC1	1	1.5	-7	-2.4	0.3	-8	-8	0.3	-1	12	-20
C=CCn1c(CNC(=O)c2ccccc2F)nnc1SCc1nc2ccccc2c(=O)[nH]1	18	2.8	7	-0.3	1.9	4	0	0.7	-7	2	-7
COc1ccc(OCC(=O)Nc2c(C(=O)N3CCC(N4CCCCC4)CC3)oc3ccccc23)cc1	-22	-1.8	9	-0.6	3.5	-8	3	-0.9	-13	3	-10
O=C(c1cnsn1)N1CCC(CO)(Cc2cccc(F)c2)CC1	3	0.8	-25	-2.5	0.0	-22	-2	-0.2	7	14	14
Cc1sc2c(c1C)c(=O)n(-c1ccc(Cl)cc1)c(=O)n2Cc1cc(=O)n2ccccc2n1	-7	-0.2	-13	-1.9	2.5	-6	-2	0.5	-9	10	23
COc1ccc(N(CC(=O)N2CCc3ccccc32)S(=O)(=O)c2c(C)n[nH]c2C)cc1	2	0.6	-25	-0.8	0.5	2	-4	-1.9	-7	4	1
COc1ccc(-c2cc(C)no2)cc1S(=O)(=O)NCc1cccc(C)c1	-6	2.9	209	-0.6	0.3	-4	7	-0.1	1	3	-8
CCc1ccc(-c2cc(C(=O)Nn3cnnc3)c3ccccc3n2)cc1	10	0.9	-34	-1.6	1.5	6	-1	-1.1	-4	9	46
O=c1cc(-c2ccccc2)c2ccc(O)cc2o1	-4	-0.3	193	0.1	3.1	-5	7	-1.7	-12	0	-6
CC1CN=C2C(C(=O)Nc3ccccc3)=C(O)CC(c3ccccc3)N21 (stereo not drawn)	-22	2.6	52	-1.1	0.5	1	-1	0.7	-6	5	33
Fc1ccccc1C(c1nnnn1Cc1ccc2c(c1)OCO2)N1CCN(Cc2ccco2)CC1 (stereo not drawn)	-12	2.1	-4	0.9	0.6	-12	-9	-1.6	-20	-5	-23
Cc1c(Nc2nc(-c3cccc([N+](=O)[O-])c3)cs2)c(=O)n(-c2ccccc2)n1C	-3	1.1	111	0.0	0.5	-6	-3	4.5	-8	0	20
CC(C)NC(=O)Nc1ccc2c(c1)C(=O)N([C@H](C)CO)C[C@H](C)[C@@H](CN(C)S(=O)(=O)c1cn(C)cn1)O2	-16	-0.2	8	-2.2	3.0	5	-1	-2.5	-4	10	8
COc1cccc(-c2cc(C(=O)N3CCCCC3C)no2)c1 (stereo not drawn)	22	1.2	-12	3.9	-0.3	-6	-4	0.0	1	-21	.
Cc1[nH]c(=O)[nH]c(=O)c1S(=O)(=O)NCC12CC3CC(CC(C3)C1)C2	9	2.9	-36	-1.4	2.6	8	-2	3.4	8	7	-21
COC(=O)c1cc2c(ccn2-c2ccc(F)cc2)n1CC(=O)OC(C)C	-5	1.0	5	-1.4	-1.9	4	10	1.0	3	7	8
COc1cccc(CNCc2ccc(SC)cc2)c1OC	20	1.9	-15	2.2	2.5	3	1	-0.5	-6	-14	-36
NS(=O)(=O)c1ccc(NC(=S)NC(=O)c2ccc(-c3ccccc3)cc2)cc1	5	3.2	-1	6.9	0.0	6	-9	-2.1	8	-37	-30
Cc1nc(-c2cc(-c3nc(-c4ccc(C(F)(F)F)cc4)no3)no2)cs1	-29	5.9	-2	-3.4	2.5	-12	6	-0.5	8	18	-5
COc1ccc(Nc2nc(C)nc3c2oc2ccccc23)cc1	6	0.7	8	-1.2	-1.1	0	5	-4.0	-4	7	-6

3 entries from above, arranged by their value in OPRM1-OPRD1 ag, lowest first.
| SMILES | OPRM1-OPRD1 ag |
| --- | --- |
| COc1ccc(Nc2nc(C)nc3c2oc2ccccc23)cc1 | -1.2 |
| Cc1c(Nc2nc(-c3cccc([N+](=O)[O-])c3)cs2)c(=O)n(-c2ccccc2)n1C | 0.0 |
| COc1cccc(CNCc2ccc(SC)cc2)c1OC | 2.2 |

Additional structures:
SMILES	HTR5A inv ag	phage Ecoli inh	Mot1-301 SUMO	OPRM1-OPRD1 ag	AddAB inh	PKA-R1A act	Tat transport	E coli growth	PKA-R2B activ	MOR-DOR inv ag	PfHsp90 set2
CCOc1cc(C(C(=O)NCC2CCCO2)N(C(=O)Cn2nnc3ccccc32)c2cccc(OC)c2)ccc1O (stereo not drawn)	19	4.1	-9	-1.1	2.9	11	-1	-1.1	-2	7	18
COc1ccc(CNC(=O)c2ccc(C(C)C)cc2)cc1	26	0.9	35	-1.1	0.4	2	-3	1.7	-9	6	.
Cc1ccc(S(=O)(=O)N2CCCCC2)cc1NC(=O)c1ccncc1	-40	2.2	.	-0.1	.	6	-6	.	0	1	-20
CCOC(=O)c1cnc(SCCN2CCOCC2)nc1N	-25	3.9	-7	-2.6	2.6	2	1	-1.3	-3	13	-16
COC(=O)CSc1nnc(CNS(=O)(=O)c2ccc(Br)cc2)n1C	11	3.9	-7	-2.2	3.1	2	-7	-0.3	-9	14	-19
CCOC(=O)C1=C(O)C(=O)N(c2ccc(S(N)(=O)=O)cc2)C1c1ccc(OC)cc1 (stereo not drawn)	4	.	-10	-2.7	-1.5	-4	7	-1.7	-1	14	.
COc1ccc(NC(=O)CSc2nnc(Cn3cnc4ccccc43)n2C)cc1	-10	3.3	.	-2.3	3.0	1	3	-1.1	3	13	15
CCOc1ccc(CC(=O)NCC(=O)NCc2cc(=O)n(C)c(=O)n2C)cc1	-16	0.9	-49	-3.0	1.6	2	-11	-0.6	-9	16	-10
CC(C)c1ccc(OCC(=O)N(Cc2ccco2)C2CCS(=O)(=O)C2)cc1 (stereo not drawn)	-7	-0.5	-10	0.8	1.2	-1	-1	-1.8	4	-5	-44
CCCCN1C(=O)C(C(=O)OCC)CC2=C1CCCC2=O (stereo not drawn)	10	0.9	.	-1.3	.	-8	-4	.	-5	6	-3
Cc1cccc(NC(=O)c2ccc(S(=O)(=O)N3CCOCC3)cc2)n1	-4	2.2	-2	-2.1	2.8	5	5	1.3	-6	11	5
CC1(C)Cc2c(sc3ncnc(NN)c23)CO1	1	1.0	283	1.0	1.4	-1	1	1.4	-1	-5	9
CN(Cc1ccccc1)C(=O)c1[nH]cnc1C(=O)N[C@@H](Cc1ccccc1)C(=O)OCc1ccccc1	-6	.	-20	8.4	0.6	-4	26	-1.9	-6	-46	.
COc1ccc(CNC(=O)C(=O)NCC2OCCN2S(=O)(=O)c2ccc(OC)c(OC)c2)cc1 (stereo not drawn)	-4	0.4	110	-4.6	4.3	6	-2	-0.2	6	15	-1
COc1cc(C(=O)N/N=C/c2cc([N+](=O)[O-])cs2)cc(OC)c1OC	-7	2.7	.	0.6	0.4	-6	-5	-1.2	8	-3	26
Cc1cccc(N(C)C(=O)CCS(=O)(=O)c2cccc3nonc23)c1	-3	2.6	16	-1.1	-1.5	0	1	-1.1	4	6	15
COc1ccc(NC(=O)N2CCCC2C(=O)NC2CCCC2)cc1 (stereo not drawn)	-4	-0.1	2	-0.3	0.9	12	-1	-1.8	8	3	-6
O=C(Cn1nc2n(c1=O)-c1ccccc1SC2)N/N=C/c1cccnc1	-21	2.6	-14	-3.0	1.7	-8	-2	2.6	4	16	12
C1CSC2(N1)C1CC3CC2CC(C1)C31NCCS1 (stereo not drawn)	8	3.8	197	-1.5	-2.6	3	-7	1.4	4	9	5
CCOc1ccc(C(=O)NCCN2CCCCC2)c(OCC)c1	4	-0.5	-15	-0.4	1.8	-4	-1	1.1	1	2	-8
CCN(C(=O)COC(=O)Cc1c(F)cccc1Cl)c1c(N)n(Cc2ccccc2)c(=O)[nH]c1=O	6	4.5	-1	-2.1	4.4	1	-6	0.0	5	8	.
NC(=O)c1ccc(NC(=O)Cc2csc(-c3ccccc3)n2)cc1	-3	1.0	-4	-1.9	-0.1	-8	1	2.0	-3	10	4
COC(=O)c1ccc(C(NC(=O)OCc2ccccc2)/C(C)=C/[C@@H](C)C(=O)NCc2ccc(OC)c(OC)c2)cc1 (stereo partly drawn)	14	.	1	-4.2	1.1	-5	3	-0.9	3	19	-20
